Screening data from PubChem BioAssay.
LYPLA1 inh – blocks human lysophospholipase 1, a PME1 counter-screen. recombinant LYPLA1, FP-Rh probe fluorescence polarization. inhibition, % at 5.9 µM. actives 0.16% (n = 320,000);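 active = inhibition above the mean of all tested compounds plus 3 SD, set per campaign, cut at about 14% in these data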;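 also: inhibitors block serine hydrolase probe labeling of LYPLA1 so polarization falls; 0% = enzyme with DMSO and 100% = wells lacking LYPLA1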
Target sequence (O75608 whole entry, looked up): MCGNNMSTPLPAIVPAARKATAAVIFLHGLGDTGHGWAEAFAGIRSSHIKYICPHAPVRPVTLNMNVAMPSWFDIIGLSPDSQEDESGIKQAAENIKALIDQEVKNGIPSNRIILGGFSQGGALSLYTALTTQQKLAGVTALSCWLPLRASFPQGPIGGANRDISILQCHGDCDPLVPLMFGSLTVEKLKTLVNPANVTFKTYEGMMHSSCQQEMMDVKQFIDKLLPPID
PAFAH1B3 FP inh – PAFAH1B3 (human) inhibition. Q15102. recombinant PAFAH1B3, FP-rhodamine probe, fluorescence polarization. inhibition, % at 3.39 µM. actives 0.28% (n = 340,000). AID 492972;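 active = inhibition above the screen-wide average of all tested compounds plus 3 SD, cut at about 25% in these data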;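 also: 0% = enzyme with DMSO only and 100% = wells lacking PAFAH1B3 protein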
PAD4 FP inh – inhibitors of human PAD4; Q9UM07; inhibition, % at 6.36 µM; recombinant PAD4, RCA probe fluorescence polarization; actives 0.41% (n = 330,000);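 active = percent inhibition above a cutoff equal to the mean of all tested compounds plus 3 SD, cut at about 15% in these data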;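 also: 0% = PAD4 with RCA probe and DMSO and 100% = probe without PAD4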
EBNA-1 inhibitor – blocks EBNA-1 binding to DNA; EBNA-1 DNA binding, fluorescence polarization; inhibition, % at 14.8 µM; actives 0.34% (n = 300,000); AID 1950; in the data active = inhibition above about 28%
ZTA counter – counter-screen for EBNA-1 inhibitors: inhibitors of Epstein-Barr virus ZTA; ZTA-DNA binding, fluorescence polarization; inhibition, % at 11 µM; actives 0.15% (n = 320,000); AID 2234; in the data active = inhibition above about 33%
Target sequence (P03206 whole entry, looked up): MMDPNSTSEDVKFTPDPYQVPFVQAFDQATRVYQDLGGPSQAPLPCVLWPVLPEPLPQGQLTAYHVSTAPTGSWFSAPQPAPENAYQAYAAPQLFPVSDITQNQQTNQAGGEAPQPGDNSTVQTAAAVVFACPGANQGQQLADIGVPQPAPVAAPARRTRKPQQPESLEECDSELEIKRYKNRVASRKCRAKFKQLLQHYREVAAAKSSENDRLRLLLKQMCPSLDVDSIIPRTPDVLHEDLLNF
PAFAH2 FP inh – inhibitors of human PAFAH2; Q99487; AID 492956; actives 0.99% (n = 340,000); inhibition, % at 3.39 µM; recombinant PAFAH2, FP-rhodamine activity probe, fluorescence polarization;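 active = inhibition above the mean over all tested compounds plus 3 SD, cut at about 30% in these data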;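 also: inhibitors block probe labeling of enzyme so polarization drops; 0% = enzyme with DMSO and 100% = wells lacking PAFAH2 protein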
LYPLA2 counter – blocks human lysophospholipase 2, a PME1 counter-screen | recombinant LYPLA2, FP-Rh probe fluorescence polarization | inhibition, % at 5.9 µM | actives 0.38% (n = 320,000) | AID 2177;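 active = inhibition above the screen-wide mean plus 3 SD, limit set per campaign, cut at about 26% in these data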;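 also: 0% = LYPLA2 with DMSO and 100% = wells lacking LYPLA2 enzyme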
Target sequence (O95372 whole entry, looked up): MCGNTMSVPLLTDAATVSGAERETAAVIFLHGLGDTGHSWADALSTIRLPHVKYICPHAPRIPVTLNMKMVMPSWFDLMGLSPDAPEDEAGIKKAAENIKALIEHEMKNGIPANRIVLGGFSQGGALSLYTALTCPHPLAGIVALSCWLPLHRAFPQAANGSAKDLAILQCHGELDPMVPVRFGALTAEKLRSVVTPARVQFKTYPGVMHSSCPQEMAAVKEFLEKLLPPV
GSTO1 counter – blocks human GSTO1 in RBBP9 counter-screen; actives 1.1% (n = 300,000); AID 1974; recombinant GSTO1, activity-based probe fluorescence polarization; inhibition, % at 5.96 µM;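 active = inhibition above the campaign mean inhibition plus 3 SD, cut at about 35% in these data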;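 also: 0% = GSTO1-1 with DMSO and 100% = wells lacking GSTO1-1 enzyme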
Target sequence (P78417 whole entry, looked up): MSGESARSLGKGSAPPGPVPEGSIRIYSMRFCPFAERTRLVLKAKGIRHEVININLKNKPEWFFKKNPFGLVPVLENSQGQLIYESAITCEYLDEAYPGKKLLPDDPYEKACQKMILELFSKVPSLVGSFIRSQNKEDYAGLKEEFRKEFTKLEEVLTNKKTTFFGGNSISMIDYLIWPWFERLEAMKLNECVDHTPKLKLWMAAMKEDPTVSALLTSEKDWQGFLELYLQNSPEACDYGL
PREPL inh – inhibits the human prolyl oligopeptidase-like enzyme. inhibition, % at 5.96 µM. actives 0.68% (n = 320,000). recombinant PREPL, fluorescence polarization activity-based probe; in the data active = inhibition above about 43%;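 also: 0% = enzyme with DMSO and 100% = wells lacking enzyme; many of its hits are not listed in these tables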
The depositor's hits bear a star; · = not tested or not shown. Only part of the results is shown (hit frequency here may not be typical).

SMILES	LYPLA1 inh	PAFAH1B3 FP inh	PAD4 FP inh	EBNA-1 inhibitor	ZTA counter	PAFAH2 FP inh	LYPLA2 counter	GSTO1 counter	PREPL inh
CN1C2C=C3C(C#N)=C(N)C(C#N)(C#N)[C@H](c4c(F)cccc4F)[C@H]3C1CC2 (some centres not stated)	-3	-2	-5	1	12	15	-3	6	8
CCOc1cc(/C=C2/SC(=S)N(C)C2=O)ccc1Oc1ccc([N+](=O)[O-])cc1[N+](=O)[O-]	-3	·	4	11	-12	·	1	-3	1
Cc1nc2scc(-c3cccs3)c2c(=O)[nH]1	1	9	1	2	-5	0	-2	-3	13
O=C(Nc1ccc(-c2nc3ccccc3o2)c(O)c1)c1cc(-n2cnnc2)ccc1Cl	-13	7	-9	-6	3	-12	-8	-12	-9
CC1=C(C(=O)N2CCOCC2)C(c2ccc(OC(F)F)cc2)NC(=S)N1c1ccccc1 (configuration not stated)	4	1	-1	-6	-2	0	2	-6	15
CCc1nn(-c2ccccc2)c(=S)c2ccccc12	-6	-4	-2	35*	-4	0	-1	1	-10
CC(=O)N1CCc2cc(S(=O)(=O)CCC(=O)N(C)Cc3ccco3)ccc21	5	9	-4	4	-9	13	9	8	26
COc1cccc(/C=N/NC(=O)c2cc3cc([N+](=O)[O-])ccc3s2)c1O	-2	18	-4	-10	8	13	5	5	11
O=C(NCc1ccccc1)NCC12CC3CC(CC(C3)C1)C2	1	6	3	0	-4	5	1	0	12
CC(=O)Nc1ccc2c(c1)C(=O)N(C1CCCCC1)C2=O	-3	7	-3	8	-1	15	-2	0	-7
COc1ccc(NC(=S)N2CCN(c3ncccn3)CC2)cc1	-2	6	-2	-5	-9	2	5	2	5
CCN(CC(=O)NCc1cccs1)C(=O)c1ccc(S(=O)(=O)Nc2cccc(C)c2C)cc1	-3	5	-4	3	18	5	3	0	-2
O=S(=O)(Cc1ccccc1)Nc1ccccc1	-2	6	-2	-11	2	3	1	0	1
COc1cc(/C=C2\SC(=S)N(Nc3ncc(C(F)(F)F)cc3Cl)C2=O)ccc1O	-85	-155	-119	6	-4	-191	-169	-145	-101
CC(=O)c1c(C)[nH]c(C(=O)CN(C)CC(=O)Nc2ccccc2Cl)c1C	·	2	1	·	·	-1	·	·	22

Another view of part of the listing above:
CC(=O)N1CCc2cc(S(=O)(=O)CCC(=O)N(C)Cc3ccco3)ccc21
  LYPLA1 inh: 5	PAFAH1B3 FP inh: 9	PAD4 FP inh: -4	EBNA-1 inhibitor: 4	ZTA counter: -9	PAFAH2 FP inh: 13	LYPLA2 counter: 9	GSTO1 counter: 8	PREPL inh: 26
COc1cccc(/C=N/NC(=O)c2cc3cc([N+](=O)[O-])ccc3s2)c1O
  LYPLA1 inh: -2	PAFAH1B3 FP inh: 18	PAD4 FP inh: -4	EBNA-1 inhibitor: -10	ZTA counter: 8	PAFAH2 FP inh: 13	LYPLA2 counter: 5	GSTO1 counter: 5	PREPL inh: 11
O=C(NCc1ccccc1)NCC12CC3CC(CC(C3)C1)C2
  LYPLA1 inh: 1	PAFAH1B3 FP inh: 6	PAD4 FP inh: 3	EBNA-1 inhibitor: 0	ZTA counter: -4	PAFAH2 FP inh: 5	LYPLA2 counter: 1	GSTO1 counter: 0	PREPL inh: 12
CC(=O)Nc1ccc2c(c1)C(=O)N(C1CCCCC1)C2=O
  LYPLA1 inh: -3	PAFAH1B3 FP inh: 7	PAD4 FP inh: -3	EBNA-1 inhibitor: 8	ZTA counter: -1	PAFAH2 FP inh: 15	LYPLA2 counter: -2	GSTO1 counter: 0	PREPL inh: -7

(list continues)
SMILES	LYPLA1 inh	PAFAH1B3 FP inh	PAD4 FP inh	EBNA-1 inhibitor	ZTA counter	PAFAH2 FP inh	LYPLA2 counter	GSTO1 counter	PREPL inh
CCCCCCOc1ccc(N2C(=O)CC(N3CCN(CCN=CC4C(=O)CC(C)(C)CC4=O)CC3)C2=O)cc1 (configuration not stated)	-2	2	-1	-8	-1	12	-2	-6	4
CN1C(=O)c2oc3ccccc3c(=O)c2C1c1ccncc1 (configuration not stated)	-1	0	4	-1	13	-7	-1	1	2
C/C(=N\N1C(=O)c2ccccc2NC1c1ccco1)c1ccccc1O (configuration not stated)	-2	11	-1	2	-13	2	3	17	11
CCOc1ccc(NC(=O)CSc2nc(=O)n(Cc3ccccn3)c3c2CCC3)cc1	2	-9	1	5	8	-1	-3	3	0
COc1cccc(C(C(=O)NC(C)(C)C)N(C(=O)CCC(=O)Nc2cc(C)on2)C(C)C)c1OC (configuration not stated)	4	5	-2	5	2	-3	5	-1	20
N=C1/C(=C\c2ccc(OC(=O)c3ccc(F)cc3)cc2)C(=O)N=C2SC(N3CCOCC3)=NN12	-1	1	-4	-18	-6	-1	-1	7	24
O=C(N/N=C/c1cccnc1)C1CCCCC1	1	3	-3	-1	-28	0	7	-5	10
Cc1ccccc1CC1(CO)CCCN(C(=O)CCC(=O)c2ccccc2)C1 (configuration not stated)	3	7	-2	7	3	1	3	-1	10
CN1CCN(C2=CC(=O)OC23CCCCC3)CC1	-5	3	-3	-2	8	3	2	-1	3
CCCOc1ccc(C(=O)NCCC(=O)NCCCC(=O)OCC)cc1	2	7	-7	1	5	-6	4	-3	15
CCCCN1C(=S)NC[C@@H]1c1ccccc1	2	-4	-2	6	19	9	2	2	-2
Cc1cc(C)c2nc(N3CCC(C(=O)N4CCCC4)CC3)sc2c1	-3	14	4	-9	-9	7	-7	10	10
CC/C(=N\Nc1nncc2ccccc12)c1ccc(F)cc1	-2	4	1	-10	-20	-8	2	12	8
O=C(NCCN1CCOCC1)/C(=C\c1ccccc1Cl)NC(=O)c1ccccc1	-1	-10	-10	-16	-1	-8	6	0	12
CC(=O)NCC(=O)N1CCCC(C(=O)c2ccc(-c3ccccc3)c(F)c2)C1 (configuration not stated)	-2	8	-3	1	14	2	4	7	11

Ordered by count of non-hydrogen atoms (smallest number first): some entries from above
SMILES	LYPLA1 inh	PAFAH1B3 FP inh	PAD4 FP inh	EBNA-1 inhibitor	ZTA counter	PAFAH2 FP inh	LYPLA2 counter	GSTO1 counter	PREPL inh
CN1C(=O)c2oc3ccccc3c(=O)c2C1c1ccncc1 (configuration not stated)	-1	0	4	-1	13	-7	-1	1	2
C/C(=N\N1C(=O)c2ccccc2NC1c1ccco1)c1ccccc1O (configuration not stated)	-2	11	-1	2	-13	2	3	17	11
N=C1/C(=C\c2ccc(OC(=O)c3ccc(F)cc3)cc2)C(=O)N=C2SC(N3CCOCC3)=NN12	-1	1	-4	-18	-6	-1	-1	7	24

Among those listed so far, these have a Cl atom:
SMILES	LYPLA1 inh	PAFAH1B3 FP inh	PAD4 FP inh	EBNA-1 inhibitor	ZTA counter	PAFAH2 FP inh	LYPLA2 counter	GSTO1 counter	PREPL inh
O=C(Nc1ccc(-c2nc3ccccc3o2)c(O)c1)c1cc(-n2cnnc2)ccc1Cl	-13	7	-9	-6	3	-12	-8	-12	-9
COc1cc(/C=C2\SC(=S)N(Nc3ncc(C(F)(F)F)cc3Cl)C2=O)ccc1O	-85	-155	-119	6	-4	-191	-169	-145	-101
CC(=O)c1c(C)[nH]c(C(=O)CN(C)CC(=O)Nc2ccccc2Cl)c1C	·	2	1	·	·	-1	·	·	22
O=C(NCCN1CCOCC1)/C(=C\c1ccccc1Cl)NC(=O)c1ccccc1	-1	-10	-10	-16	-1	-8	6	0	12

(listing goes on)
SMILES	LYPLA1 inh	PAFAH1B3 FP inh	PAD4 FP inh	EBNA-1 inhibitor	ZTA counter	PAFAH2 FP inh	LYPLA2 counter	GSTO1 counter	PREPL inh
CC(=O)Nc1ccc2c(c1)C(=O)N(c1ccc(C)cc1)C2=O	0	1	1	-5	-2	3	-3	2	5
COC(=O)c1ccccc1NC(=O)c1sc(Cl)nc1C	-1	2	1	-6	-12	-1	3	3	14
Cc1ccc(SCc2ccc(C(=O)NCc3ccncc3)cc2)cc1	-4	3	0	-15	1	3	4	2	-8
COc1ccc(CCNC(=O)c2ccc([N+](=O)[O-])cc2Cl)cc1OC	-4	1	4	-4	-2	-2	-6	15	11
COc1ccc(N2CCN(C(=O)c3cc4c(s3)-c3ccccc3S(=O)(=O)C4)CC2)cc1	1	4	-3	6	-7	3	89*	-5	37
CC(=O)NCCNC(=O)c1ccc(NC2=NC3CS(=O)(=O)CC3S2)cc1 (configuration not stated)	3	3	-1	-6	-13	2	3	-4	2
CCC(CO)N=C1CC(C)(C)CC(=O)/C1=C(/O)CCCN1C(=O)c2ccccc2C1=O (configuration not stated)	-1	4	-1	-2	-5	1	3	9	0
C/C(=N/NC(=O)c1sc(NS(=O)(=O)c2ccccc2)nc1C)c1sc(N)nc1C	-1	14	-6	3	5	11	5	12	17
Cc1ccc(NC(=O)c2c(C)nc3sc(C(=O)NC4CCCC4)c(N)c3c2-c2ccco2)c(C)c1	0	4	3	-1	-6	-1	7	-11	0
CN1CCN(Cc2c(O)c(Cl)cc3c(-c4ccccc4)cc(=O)oc23)CC1	-1	1	-4	6	12	-5	-3	4	0
CCCCN=CC1=C(O)CC(c2ccccc2)CC1=O (configuration not stated)	-1	4	-2	-2	2	2	3	-3	-1
O=C(N/N=C/c1ccc(OC(=O)c2cccs2)cc1)c1ccc(F)cc1	-1	3	1	14	0	-1	-2	-4	6
c1ccc(-n2nnc3c(N4CCOCC4)ncnc32)cc1	1	2	5	4	-8	-3	9	-4	1
O=C(O)C1Nc2ccc(Br)cc2C2C=CCC12 (configuration not stated)	-1	40*	8	22	24	79*	22	51*	24
Cc1ccn(CCC(=O)N2CCCC(CCC(=O)N3CCN(c4ccccn4)CC3)C2)n1 (configuration not stated)	4	3	-5	-2	10	11	2	3	-2
O=C(CCS(=O)(=O)c1ccc(Br)cc1)NCCC1=CCCCC1	0	10	1	0	6	0	-3	5	-9
Nc1ccc(C(=O)Nc2ccc(OC(F)(F)C(F)F)c(NC(=O)c3ccc(N)cc3)c2)cc1	-1	8	-2	-2	2	2	0	3	19
Fc1ccc(/C=N/Nc2nn[nH]n2)cc1	1	2	1	6	-4	4	0	6	26
c1ccc(-c2nnsc2-c2ncc[nH]2)cc1	1	-2	0	2	-4	7	3	10	12
Cc1ccc(OCC(=O)Nc2ccc(CN3CCOCC3)cc2)cc1	-4	-4	3	3	9	-2	-2	4	15
